Bioassay records: PubChem, National Center for Advancing Translational Sciences (NCATS)
Mito fusion act = qHTS Assay for Small Molecule Inhibitors of Mitochondrial Division or Activators of Mitochondrial Fusion; 320,000 tested, 0.23% active; Potency, µM (titrated, usually from 46.1 µM), without a hit: top-dose growth rescue (activation), hits mostly activators; S. cerevisiae fusion-defective mutant growth rescue, CellTiterGlo 48 h;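 further: potency means the concentration at half of the fitted maximal effect; % of control where 0% means no effect; nearly all actives have a fitted effect of over 45% in size; temperature-sensitive fusion mutants such as fzo1-1 at 37 °C on non-fermentable ethanol glycerol medium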
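Luminescent cell viability in 1536-well qHTS format served as the measure of rescued growth in ts fusion-mutant S. cerevisiae cultured on non-fermentable YPEG for 48 hours at 37C.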
TCR act = Activators of T cell receptors: qHTS campaign; primary human leukocytes, anti-CD3, IL-2 HTRF, 48 h; Potency, µM (highest dose often 9.22 µM), for the others: top-dose activation of IL-2 secretion, usual class: activators; 330,000 tested, under 10 active; AID 504894, 2011; further: % of control where 0% means no effect
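IL-2 release read by HTRF sandwich (Eu cryptate donor, d2 acceptor, 665 nm emission) after 48 hr exposure of primary human leukocytes to compound together with anti-CD3 beads in the absence of co-stimulatory signals.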
Tb PFK block = qHTS Assay to Find Inhibitors of T. brucei phosphofructokinase. AID 485367, 2010. Potency, µM (doses to about 57.5 µM), for inactives: at the top dose activity, negative = inhibition, hits mostly inhibitors. T. brucei PFK, ADP-Glo luminescence. 330,000 tested, 0.17% active. ATP-dependent 6-phosphofructokinase (Trypanosoma brucei brucei), O15648;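 further: potency means the concentration at half of the fitted maximal effect; 0% = uninhibited 1x PFK enzyme wells and -100% = no-enzyme wells; nearly all actives have a fitted effect of over 60% in size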
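PFK 1.25 nM, F6P 0.5 mM, ATP 0.1 mM, 0.1 M TEA pH 8.0, 5 mM MgCl2, 0.01% Tween20, 0.1% BSA; 45 min RT. ADP-Glo readout. qHTS titration up to 57 uM; curves fitted, compounds curve-classed.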
Eya2 inh = qHTS Assay for Inhibitors of the Phosphatase Activity of Eya2. recombinant Eya2, OMFP fluorescence dephosphorylation (OMFP is methylfluorescein phosphate). Potency, µM (top dose mostly 76.9 µM), for inactives: at the top dose activity, negative = inhibition, most hits filed as inhibitors. 330,000 tested, 0.006% active. AID 488837, 2010; further: potency means the concentration at half of the fitted maximal effect; on the % scale 0 is the no-effect control and ±100 the full control effect
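Eya2 (0.2 uM) preincubated 10 min at ambient with compound, then OMFP substrate added at 50 uM; 10 min reaction in 50 mM HEPES pH 7.5, 50 mM NaCl, 5 uM MgCl2, 0.05% BSA, 1 mM DTT. Fluorescence read at Ex 485/Em 525 nm.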
a7 integrin act = qHTS for Activators of Integrin-Mediated Alleviation for Muscular Dystrophy | alpha7betagal myoblasts, beta-gal FDG fluorescence, 48 h | Potency, µM (doses to about 38.3 µM), inactives show at the highest dose activation, hits mostly activators | 350,000 tested, 0.064% active;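 further: potency means the concentration at half of the fitted maximal effect; 100% = response of the positive control SU9516; nearly all actives have a fitted effect of over 60% in size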
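Alpha7betagal+/- myoblasts (passage 13) were plated 16-24 hr, then exposed to compounds (1:260 dilution of DMSO stock) for 48 hours at 37C. After MPER lysis, β-galactosidase reporter activity was read as FDG fluorescence (ex 480/em 540) after 30 minutes.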
Chronic BCR inh = qHTS Assay to Find Inhibitors of Chronic Active B-Cell Receptor Signaling | ABC-DLBCL IkBa-CBG/CBR reporter, luminescence ratio, 4 h | Potency, µM (series often up to 46.1 µM), for inactives: top-dose ratio change, negative = lower green/red ratio, actives largely listed as inhibitors | 340,000 tested, 0.05% active; active means well fitted inhibition curve with a large enough effect in the signal ratio, with a control signal flat, not every such curve was filed as active; inconclusive means small, poorly fitted or top-dose-only effect, or effect the other way, or a change in a side signal; the % refers to the signal ratio;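 further: potency means the concentration at half of the fitted maximal effect; plate controls were basal doxycycline-induced cells for no effect and cells given 10 µM MG132 for full effect; MG132 reads +100%, hits lower the ratio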
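TMD8 ABC-DLBCL cells carrying doxycycline-inducible green luciferase fused to IkappaBalpha plus unfused red luciferase were exposed to compounds (up to 46 uM) for 4 hrs at 37C. Activity came from the overlap-corrected green/red luminescence ratio.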
TSHR antagonist = Antagonists of the Thyroid Stimulating Hormone Receptor: HTS campaign | Thyrotropin receptor (Homo sapiens), P16473 | activity change, negative = inhibition, % at 11.5 µM | TSHR-expressing cells, TSH-stimulated cAMP HTRF, 2 h; stronger effect = lower value | 330,000 tested, 0.2% active;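 active means activity change below a set negative limit, meaning inhibition stronger than a set level, cut at about -70% in these data; inconclusive means activity change between two set negative limits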; further: on the % scale 0 is the no-effect control and ±100 the full control effect
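TSHR-expressing cells, 200/well, pre-treated with compound, then stimulated with EC80 TSH (4nM final) for 2 hours at 37 deg C. cAMP measured by competitive HTRF: anti-cAMP cryptate antibody in lysis buffer plus cAMP-d2, read after 30 minutes at room temperature.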
ELG1 repair inh = qHTS screen for small molecules that inhibit ELG1-dependent DNA repair in human embryonic kidney (HEK293T) cells expressing luciferase-tagged ELG1; HEK293T ELG1-luciferase reporter, luminescence, 16 h; DNA damage induced by 5-fluorouridine; Potency, µM (doses to about 46.1 µM), inactives show at the highest dose activity change, negative = inhibition, hits mostly inhibitors; 330,000 tested, 2.3% active; further: potency means the concentration at half of the fitted maximal effect; on the % scale 0 is the no-effect control and ±100 the full control effect; nearly all actives have a fitted effect of over 55% in size
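Cells (2,000 per well) received 5-fluorouridine plus test compound or DMSO and were incubated 16 hr at 37 °C, 5% CO2. Luciferase activity was read by luminescence 30 min after ONE-Glo addition; signal suppression marked inhibition of damage-induced ELG1 function.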
S-ASM inh = Inhibitors of Secretory Acid Sphingomyelinase (S-ASM): qHTS; Sphingomyelin phosphodiesterase (Homo sapiens), P17405; placental ASM, HMU-PC fluorogenic substrate, 60 min; Potency, µM (series often up to 57.5 µM), inactives show at the highest dose activity change, negative = inhibition, hits mostly inhibitors; 340,000 tested, 0.006% active; further: potency means the concentration at half of the fitted maximal effect
Target sequence (P17405 47-631 limits assumed): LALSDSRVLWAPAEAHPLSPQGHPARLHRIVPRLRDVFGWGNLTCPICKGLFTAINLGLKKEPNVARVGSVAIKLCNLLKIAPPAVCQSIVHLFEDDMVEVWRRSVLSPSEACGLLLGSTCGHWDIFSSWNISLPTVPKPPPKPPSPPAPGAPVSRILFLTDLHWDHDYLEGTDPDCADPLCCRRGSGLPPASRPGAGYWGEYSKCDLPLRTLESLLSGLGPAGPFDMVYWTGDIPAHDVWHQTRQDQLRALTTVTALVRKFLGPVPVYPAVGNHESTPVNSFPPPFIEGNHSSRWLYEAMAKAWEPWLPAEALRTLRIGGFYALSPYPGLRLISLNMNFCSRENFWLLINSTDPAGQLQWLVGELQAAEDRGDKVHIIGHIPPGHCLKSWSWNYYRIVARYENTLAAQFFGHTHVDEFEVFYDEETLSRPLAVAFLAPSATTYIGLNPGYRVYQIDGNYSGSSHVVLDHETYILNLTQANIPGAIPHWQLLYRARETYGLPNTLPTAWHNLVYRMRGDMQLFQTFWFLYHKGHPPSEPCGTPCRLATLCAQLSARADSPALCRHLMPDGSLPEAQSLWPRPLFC
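Steps: dispense placental human ASM, pin compound, wait 10 min at room temperature, add HMU-PC0 substrate at 9 uM final, incubate 60 min at 37 °C, add stop solution raising pH to 10, read fluorescence.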
TSG101-PTAP inh = qHTS Assay for Iinhibitors of HIV-1 Budding by Blocking the Interaction of PTAP/TSG101. Fluorescence polarization, FITC-PTAP peptide / Tsg101 binding. 340,000 tested, under 10 active. AID 493005, 2010. Potency, µM (titrated, usually from 115 µM), for inactives: at the top dose activity change, negative = inhibition, usual class: inhibitors. Tumor susceptibility gene 101 protein (Homo sapiens), Q99816; active means well fitted inhibition curve with a large enough effect in the main read-out, with a control signal flat, not every such curve was filed as active; inconclusive means small, poorly fitted or top-dose-only effect, or effect the other way, or a change in a side signal; inactive means no such curve, though single readings can be large or run the other way; further: potency means the concentration at half of the fitted maximal effect; % of control where 0% means no effect
Target sequence (Q99816 whole entry, looked up): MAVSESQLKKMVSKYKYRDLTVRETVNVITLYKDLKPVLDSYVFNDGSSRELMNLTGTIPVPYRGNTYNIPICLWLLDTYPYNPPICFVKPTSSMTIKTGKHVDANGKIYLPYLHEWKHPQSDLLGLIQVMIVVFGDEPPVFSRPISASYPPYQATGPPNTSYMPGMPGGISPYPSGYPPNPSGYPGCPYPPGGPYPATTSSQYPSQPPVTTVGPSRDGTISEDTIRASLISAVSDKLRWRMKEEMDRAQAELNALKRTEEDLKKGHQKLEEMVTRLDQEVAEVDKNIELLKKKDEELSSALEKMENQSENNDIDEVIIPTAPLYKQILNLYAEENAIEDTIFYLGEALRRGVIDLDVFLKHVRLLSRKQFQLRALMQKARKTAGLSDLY
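Fluorescence polarization binding of Tsg101 binding domain (10 uM final) to FITC-labeled PTAP peptide (50 nM final) in HEPES pH 7.5 buffer with NaCl, Tween 20, EDTA, TCEP. Compounds added before peptide; binding 20 min at RT.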
A-T KAP1 phos = qHTS Assay for Identifying a Potential Treatment of Ataxia-Telangiectasia; […] A-T fibroblasts, KAP-1 phosphorylation AlphaLISA; neocarzinostatin DNA damage 30 min before lysis; Potency, µM (top dose mostly 57.5 µM), without a hit: top-dose activation, actives largely listed as activators; 320,000 tested, 0.19% active; AID 485349, 2010; further: potency means the concentration at half of the fitted maximal effect; % of control where 0% means no effect; nearly all actives have a fitted effect of over 45% in size
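ATM-like activity read as KAP-1 phosphorylation via AlphaLISA donor/acceptor antibody pairs after lysis and 6 hr at 25C. Cells were ATM-null patient fibroblasts ([…], hTERT), dosed 60 min, then exposed to the DSB inducer NCS for 30 min.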
Numbers without * were called inactive; ? = inconclusive; · = not tested or not shown; [ ] = dose if it differs, or a comment. Unless noted, the call rests on the fitted dose curve; in most records, active means well fitted curve in the direction sought with a large enough effect; inconclusive means small, poorly fitted or top-dose-only effect, or another doubt; inactive means no such curve, though single readings can be large; an effect the other way counts as inactive or inconclusive.

SMILES	Mito fusion act	TCR act	Tb PFK block	Eya2 inh	a7 integrin act	Chronic BCR inh	TSHR antagonist	ELG1 repair inh	S-ASM inh	TSG101-PTAP inh	A-T KAP1 phos
CS(=O)(=O)N1CCCC(C(=O)NCc2cccs2)C1 (stereo not given)	-4%	-9%	0%	14%	16%	1%	26	-4%	3%	-9%	0%
Cc1ccc2c(N)c(C(=O)c3ccccc3)sc2n1	24%	9%	0%	3%	2%	?	3	?	-2%	0%	2%
CCOc1ccccc1C(=O)OCC(=O)NCc1ccc2c(c1)OCO2	·	1%	-8%	-1%	2%	-23%	37	15%	-1%	-2%	-1%
COc1ccc(N(C(=O)c2snc(C(N)=O)c2N)C(C(=O)NC2CCCC2)c2ccco2)c(OC)c1 (stereo not given)	-6%	2%	1%	-8%	18%	2%	-26	-7%	169%[activator]	-2%	2%
O=C(Nc1cccc(C(=O)O)c1)/C(=C\c1ccco1)NC(=O)c1ccc(Br)o1	0%	3%	13%	-2%	-15%	?	-1	17%	-4%	-3%	2%
COc1ccc(S(=O)(=O)NCc2ccco2)cc1-c1nnc2c3ccccc3c(C)nn12	-2%	·	6%	4%	-20%	7%	0	?	-4%	-18%	10%
Cn1nnnc1SCC(=O)N1CCN(c2cccc(Cl)c2)CC1	8%	9%	?	20%	0%	0%	-6	?	0%	-6%	-7%
Cc1cccc(NC(=O)CSc2cccc3cccnc23)c1C	0%	1%	-3%	0%	19%	-16%	-4	-2%	2%	-1%	3%
Cc1ccc(S(=O)(=O)NCCC(=O)Nc2cc(F)ccc2C)cc1C	-3%	3%	2%	-14%	9%	1%	5	8%	1%	-2%	-2%
Cc1ccc(N2CCN(S(=O)(=O)c3ccc4oc(=O)ccc4c3)CC2)c(C)c1	28%	0%	3%	0%	-55%[inhibitor]	?	-22	-1%	-8%	-4%	-12%
O=C(NCc1cccs1)c1ccc2ccccc2n1	-1%	-1%	-1%	2%	-41%	-4%	0	?	-1%	-1%	-3%
O=C(O)c1ccccc1C(=O)NCCc1ccc(Cl)cc1	-1%	-6%	-3%	8%	0%	1%	-7	0%	-1%	-7%	2%
COc1cccc(CNC(=O)CCS(=O)(=O)c2ccc3c(c2)oc(=O)n3C)c1	0%	8%	1%	0%	13%	5%	-7	14%	2%	-2%	12%
CCC(=O)NCc1cc(-c2nn(C)c(=O)c3ccccc23)ccc1C	-1%	·	0%	-45%	10%	-22%	-13	-5%	-2%	-4%	4%
CCCc1[nH]nc2c1C(c1cc(OC)ccc1F)C(C#N)=C(N)O2 (stereo not given)	-35%[inhibitor]	-7%	0%	-9%	-28%	?	-4	18%	-1%	-6%	6%
COc1ccc(C(C(=O)NC2CCCC2)N(CCC(C)C)C(=O)CCC(=O)Nc2cc(C)on2)cc1 (stereo not given)	16%	3%	0%	-19%	10%	-6%	-4	1%	-3%	-7%	7%
O=C(Nc1nccs1)c1cnccn1	-1%	-2%[46.1 µM]	-10%	-1%	8%	15%	-6	18%	4%	-4%	3%
O=S(=O)(c1cccc2ccccc12)N1CCSC1	-2%	3%	16%	22%	25%	-1%	-14	0%	1%	0%	10%
COc1ccc(S(=O)(=O)Nc2c(NC3CCCCC3)c3ccccc3oc2=O)cc1Cl	-3%	3%	-3%	-5%	-9%	?	23	8%	24%	-3%	-13%
O=C(CNC(=O)c1sc2ccccc2c1Cl)NCc1cccc(C(F)(F)F)c1	9%	4%	0%	-14%	-47%[inhibitor]	?	-11	9%	-3%	2%	4%
Cc1scc(C(=O)Nc2ccon2)c1-c1ccccc1	1%	-11%	-1%	0%	-6%	0%	0	5%	-1%	-2%	4%
COC(=O)c1cn(CCC#N)nc1-c1ccc2ccccc2c1	2%	-1%	3%	1%	-3%	-14%	-4	2%	-2%	2%	1%
O=C(NC1CC1)C1CCN(S(=O)(=O)c2cc(Cl)ccc2Cl)CC1	-5%	0%	1%	3%	16%	5%	-2	3%	-3%	-2%	5%
O=C(Cc1csc(Nc2nc(=S)[nH]c3ccccc23)n1)N1CCN(c2cccc(Cl)c2)CC1	8%	7%	-6%	-5%	-17%	?	7	?	12%	-2%	1%
Cc1ccc(S(=O)(=O)NCC(=O)NC2CCCC2)cc1	-2%	·	6%	11%	10%	1%	5	-1%	5%	·	-7%
O=C(Nc1nc2c(s1)CCCC2)c1ccc2ncsc2c1	-22%	5%[46.1 µM]	-4%	-15%	13%	?	-45	?	39%[activator]	-1%	4%
Fc1ccc(NCc2cccnc2)cc1	-4%	·	?	4%	15%	-20%	-2	7%	1%	-5%	-3%
O=C(COC(=O)/C=C/c1cccc(C(F)(F)F)c1)NCCN1C(=O)CSC1=O	-3%	-6%	-1%	1%	-18%	-4%	-6	1%	-6%	2%	-4%
CC(C)c1ccc(/C=N/NC(=O)C(=O)NCCCN2CCOCC2)cc1	-5%	5%[46.1 µM]	2%	-2%	0%	3%	-4	3%	5%	-3%	0%
CC(C(=O)OCC(=O)c1ccc([N+](=O)[O-])cc1)N1C(=O)C2C3C=CC(C3)C2C1=O (stereo not given)	-11%	-4%	-7%	0%	3%	-2%	-3	-15%	7%	0%	-2%
O=C(Nc1ccc(F)c(F)c1)C1CCCN1S(=O)(=O)c1ccc(F)cc1 (stereo not given)	2%	10%	2%	2%	-3%	11%	3	2%	3%	-2%	3%
Cc1cccc(C(=O)Nc2cccc3cccnc23)c1	1%	-12%	-4%	-19%	32%	?	0	?	1%	-2%	9%
COC(=O)c1cnn(-c2cc(Oc3ccccc3)ncn2)c1N	-1%	16%	0%	14%	10%	?	17	?	-1%	-4%	3%
Cc1cc(C)n2cc(CSCc3ccccc3)nc2n1	-1%	-5%[46.1 µM]	-1%	-3%	16%	-2%	49	14%	11%	-3%	8%
CCNC(=S)Nc1ccc(OCC)cc1	-10%	2%[46.1 µM]	-5%	2%	-2%	-1%	27	10%	3%	-5%	9%
Cc1cc(C)n(C(=O)COc2ccccc2C)n1	0%	1%[46.1 µM]	2%	0%	24%	-8%	27	8%	5%	-1%	0%
CCCOC1CCCN(C(=O)c2cc(COc3c(F)cccc3F)on2)C1 (stereo not given)	1%	-2%	7%	-5%	27%	4%	-13	?	·	0%	-3%
O=C(CCCn1cnc2ccccc2c1=O)Nc1ccccc1F	13%	6%	0%	-8%	12%	-1%	-13	7%	0%	-5%	-3%
C/C(CCc1oc2ccc(Cl)cc2c1-c1ccc(C)o1)=N\O	6%	0%[46.1 µM]	0%	-13%	-4%	?	84	?	-6%	-4%	22%
O=S(=O)(NCCCN1CCOCC1)c1ccc2ccccc2c1	3%	-2%	-13%	-13%	-13%	?	-14	9%	-2%	0%	2%
Cc1ccc(S(=O)(=O)Nc2ccc3c(c2)C(=O)N([C@H](C)CO)C[C@H](C)[C@@H](CN(C)C(=O)Nc2ccc4c(c2)OCO4)O3)cc1	·	-12%	3%	-3%	-11%	0%	6	5%	0%	-1%	-8%
O=S(=O)(Cc1ccccc1)Nc1cccc(F)c1	0%	1%	4%	?	11%	3%	-1	-7%	0%	-4%	4%
